Screening results deposited in PubChem BioAssay by The Scripps Research Institute Molecular Screening Center.
ADAM17 inh: inhibitors of human ADAM17. 370,000 tested, 0.83% active. inhibition, % at 6.95 µM. AID 720648. recombinant ADAM17, EDANS/DABCYL FRET peptide cleavage. P78536;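 active means inhibition above the mean of compounds lying between control limits plus 3 SD, set per campaign, cut at about 8.5% in these data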;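 further: 0% = DMSO-only wells as the low control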
ASAP1 GAP inh: blocks human ASAP1-stimulated Arf1 GTP hydrolysis. GDP FP detection. inhibition, % at 16.5 µM. 360,000 tested, 0.19% active; in the data active means inhibition above about 25%;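 further: 0% = vehicle with enzyme and substrate and 100% = no enzyme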
DDE Tn7 FP inh: disrupts Tn7 cyclic peptide binding to fibrin D-Dimer-E complex; FP displacement of FITC-Tn7 peptide from fibrin DD(E); 0% = median of compound wells per plate; 370,000 tested, 0.13% active; inhibition, % at 8.3 µM; P02675;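 active means inhibition above the mean of compounds falling within the control limits plus 3 SD of them, cut at about 14% in these data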;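 further: 0% = plate median of compound wells and 100% = 10 µM Aha-Tn7 peptide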
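Assay system: Fibrin-DD(E) protein isolated from polymerized human fibrin clots; read-out basis: percent inhibition; medium: Tris/NaCl/CaCl2 buffer, pH 7.8; signal: FP measurement; incubation: 10 min plus 3 h, room temperature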
TDP2 inh: TDP2 (human) inhibition, absorbance primary screen. O95551. recombinant TDP2, T5PNP hydrolysis, p-nitrophenol absorbance 415 nm. inhibition, % at 12.8 µM. 370,000 tested, 0.34% active;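 active means inhibition above the mean of all tested compounds plus 3 SD, set per campaign, cut at about 25% in these data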;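 further: 0% = DMSO with enzyme and 100% = buffer with substrate but no TDP2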
Target sequence (O95551 whole entry, looked up): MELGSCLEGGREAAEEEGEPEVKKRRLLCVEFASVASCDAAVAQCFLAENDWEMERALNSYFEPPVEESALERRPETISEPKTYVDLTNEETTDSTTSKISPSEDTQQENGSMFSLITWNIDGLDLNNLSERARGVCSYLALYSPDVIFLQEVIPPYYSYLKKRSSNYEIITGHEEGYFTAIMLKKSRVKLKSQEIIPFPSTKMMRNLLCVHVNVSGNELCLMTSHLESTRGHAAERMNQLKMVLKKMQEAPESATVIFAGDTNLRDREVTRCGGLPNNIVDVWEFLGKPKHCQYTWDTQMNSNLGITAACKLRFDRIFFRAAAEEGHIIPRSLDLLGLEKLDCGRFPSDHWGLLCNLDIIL
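Assay system: recombinant human TDP2 / Reagent: T5PNP substrate at 5 mM, a TopII-DNA adduct mimic / Measured by: epi absorbance from released p-nitrophenol / Evaluation: % inhibition relative to enzyme-containing and enzyme-free wells / Control set: enzyme-free and DMSO wells / Replicates: each compound tested once, singlicate / Schedule: enzyme reaction with compound for 2 h at 37 °C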
Tn6 DDE FP: inhibitors of Tn6 peptide binding to human fibrin DD(E) | P02675 | Fibrin DD(E) TRITC-Tn6 fluorescence polarization displacement | inhibition, % at 8.3 µM | 370,000 tested, 0.21% active | AID 720509;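 active means inhibition above a per-campaign cutoff: mean of compounds within control limits plus 3 SD, cut at about 15% in these data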;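 further: 0% = median of all compound wells on the plate and 100% = blocking peptide control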
PLCg1 inh: PLC-gamma1 (human) inhibition, primary screen; P19174; purified PLC-gamma1, fluorogenic substrate, fluorescence; inhibition, % at 12.2 µM; 370,000 tested, 0.84% active; in the data active means inhibition above about 9.5%
ARFGAP1 inhibitor: rat ARFGAP1 inhibition; inhibition, % at 16.5 µM; Arfgap1-stimulated ARF1 GTP hydrolysis, GDP FP detection; Q62848; 360,000 tested, 0.26% active;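 active means inhibition above a per-plate limit, mean inhibition of low control wells plus 3 SD, cut at about 25% in these data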;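 further: 0% = DMSO wells with enzyme and 100% = wells lacking Arfgap1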
Target sequence (Q62848 1-136 limits assumed): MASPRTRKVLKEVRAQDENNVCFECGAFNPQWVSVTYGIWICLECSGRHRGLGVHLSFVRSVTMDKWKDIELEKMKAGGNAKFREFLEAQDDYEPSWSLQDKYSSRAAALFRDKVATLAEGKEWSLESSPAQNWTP
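Repeats: one replicate per compound; assay system: rat Arfgap1 catalytic domain, aa 1-136; times: enzyme reaction 120 min at 25 °C after 20 min preincubation; detection: FP of antibody-bound GDP Alexa 633 tracer, ex 620/em 688 nm; benchmarks: high control wells lacking Arfgap1, low control full reaction with DMSO; reagent: human ARF1(Δ1-17)-GTP substrate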
SIAE inh: human SIAE inhibition, primary screen; SIAE FP-Rh probe binding, fluorescence polarization; 370,000 tested, 0.69% active; inhibition, % at 9.66 µM;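 active means inhibition above a cutoff: mean of compounds within the control limits plus 3 SD of those, cut at about 17% in these data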;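 further: 0% = plate median of compound wells and 100% = probe without SIAE protein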
Target sequence (Q9HAT2 whole entry, looked up): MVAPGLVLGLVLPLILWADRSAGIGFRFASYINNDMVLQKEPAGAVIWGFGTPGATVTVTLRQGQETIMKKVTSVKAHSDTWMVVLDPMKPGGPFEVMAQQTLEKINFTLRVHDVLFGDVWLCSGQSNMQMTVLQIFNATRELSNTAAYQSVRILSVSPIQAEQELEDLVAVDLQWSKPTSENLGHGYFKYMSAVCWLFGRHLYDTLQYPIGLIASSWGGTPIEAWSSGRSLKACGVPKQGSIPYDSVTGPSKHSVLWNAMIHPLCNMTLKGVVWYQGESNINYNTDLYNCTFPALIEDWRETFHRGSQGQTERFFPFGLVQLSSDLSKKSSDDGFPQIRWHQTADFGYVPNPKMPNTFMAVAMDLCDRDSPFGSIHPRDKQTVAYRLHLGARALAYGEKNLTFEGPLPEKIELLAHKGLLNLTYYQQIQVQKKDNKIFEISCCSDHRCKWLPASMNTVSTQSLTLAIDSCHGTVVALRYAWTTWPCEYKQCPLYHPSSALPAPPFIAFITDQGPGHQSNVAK
ADAM10 inh: ADAM10 inhibition, QFRET primary screen. recombinant ADAM10, EDANS/DABCYL FRET peptide cleavage, 3 h. inhibition, % at 7 µM. 370,000 tested, 0.62% active. AID 720582;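 active means inhibition above a per-campaign cutoff equal to the mean of compounds falling between control-based bounds plus 3 SD, cut at about 20% in these data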;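 further: 0% = DMSO wells while the 100% control is not disclosed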
PLC-beta3 inh: inhibitors of human phospholipase C beta3; Purified PLC-beta3, fluorogenic substrate, fluorescence; Q01970; 370,000 tested, 0.18% active; inhibition, % at 12.2 µM; in the data active means inhibition above about 11%;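 further: 0% = median of compound wells on plate and 100% = full blocker control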
* marks the source's active call; other numbers are inactive results; i = inactive; x = not tested or not shown. Compounds as they come; any-hit rate near 3.6%.

SMILES	ADAM17 inh	ASAP1 GAP inh	DDE Tn7 FP inh	TDP2 inh	Tn6 DDE FP	PLCg1 inh	ARFGAP1 inhibitor	SIAE inh	ADAM10 inh	PLC-beta3 inh
O=C(c1ccccc1)N1CCN(C(=O)c2cccnc2)CC1	-2.1	-2.7	-0.7	-16.8	1.3	2.1	-7.0	-8.3	3.8	1.5
Cc1nc(S(=O)(=O)N2CCN(C3c4ccccc4-c4ccccc43)CC2)cn1C	0.7	-6.8	5.6	14.0	10.1	-0.1	-8.6	3.9	-1.4	-6.9
CCN(C(=O)c1cccs1)c1nnc(-c2ccncc2)s1	-15.5	8.1	0.3	5.8	8.3	-5.4	11.5	2.4	-28.8	-5.7
Clc1cccc(-c2cccc3nccn23)c1	i	1.5	-6.9	-19.7	4.1	i	1.6	-3.9	i	i
O=C(CC1C(=O)NCCN1Cc1ccc(Cl)c(F)c1)NC1CCC1 (stereo not given)	-0.2	-7.0	-6.6	-5.4	5.5	-9.3	4.2	-1.3	-24.4	-23.6
O=C(/C=C/c1ccc2c(c1)OCCCO2)c1ccc2ccccc2c1O	-2.9	6.1	2.2	0.9	-4.5	-9.5	3.2	3.1	-19.5	-10.1
COC(=O)/C=C1\S/C(=N/NC(=O)c2ccc(OC)cc2)NC1=O	0.1	2.5	-4.4	-1.0	2.4	-1.4	1.3	0.6	0.9	0.1
CN1/C(=C\C(=O)C(F)F)C(C)(C)c2ccccc21	-15.5	5.3	2.1	6.2	-7.9	-35.2	-6.8	-0.4	-40.2	-45.5
CCc1ccccc1CC1CN(Cc2ccccc2)Cc2ccccc2N1c1ccc(OC)cc1 (stereo not given)	-4.5	9.8	2.5	-2.7	7.5	1.4	7.5	0.0	-5.8	3.3
CSc1nc2c(c(-c3ccc(O)cc3)c1C#N)CCC2	3.5	21.2	2.6	-6.3	-5.5	-131.2	12.3	-6.2	2.6	-165.5
N#Cc1c(N)nc2c(c1-c1cccs1)CCCC2	-4.8	7.5	-2.3	-8.6	-8.3	-34.9	2.4	-7.1	-14.0	-39.1
CC(C)(C)n1nnnc1C(c1cccnc1)N1CCN(c2ccccc2)CC1 (stereo not given)	-3.6	-0.4	0.4	-1.8	4.4	0.5	-0.7	-3.8	-4.5	3.0
COc1cc(/C=C/C(=O)O)cc(S(=O)(=O)NCCCO)c1OC	-3.9	-9.5	-6.2	-7.0	0.1	-1.8	11.7	-5.1	-18.3	-1.3
COc1nc(SC)nc(Cl)c1Cc1ccc(OC(C)C)cc1	-1.2	0.2	0.3	-10.8	-10.8	6.4	-2.1	-6.7	2.8	1.6
COc1ccc(-c2n[nH]c(=S)n2-c2ccc(Br)cc2)cc1OC	10.5*	-7.5	-3.1	9.7	-6.1	5.8	-2.6	4.0	1.6	-0.3
Cc1nn(CCOc2ccccc2)c(=O)n1-c1ccccc1	-1.1	-4.6	8.3	8.8	6.7	1.7	-6.8	-6.7	0.0	2.5
Cc1c(CN2CCCC(C)C2)c(O)n(CCO)c(=O)c1C#N (stereo not given)	-16.6	2.7	-3.3	5.3	-6.7	-19.2	-4.9	-5.5	-41.6	-36.0
CC1Cc2ccccc2N1CC(=O)NC(=O)NC(C)(C)C (stereo not given)	-7.1	10.4	-2.5	-11.7	-9.9	-0.4	4.8	-7.1	-7.4	-8.9
CSc1nc(N)nc(SCC(=O)C23CC4CC(CC(C4)C2)C3)c1C#N	0.7	-4.8	0.0	6.2	-2.9	-0.3	-13.3	-13.4	17.0	-4.5
COC(=O)c1cnn(C(=O)c2cc(OC)ccc2Br)c1N	-3.5	6.4	7.7	2.5	4.1	-1.0	9.6	1.4	-0.9	2.5
CCOc1ccccc1N(C(=O)Cn1nnnc1-c1ccc(C)o1)C(CC)C(=O)NC(C)(C)C (stereo not given)	-0.4	-13.3	7.1	2.6	4.0	1.7	2.8	1.3	11.2	3.1
O=C(CSc1ncccc1C(=O)O)c1cccc(C(F)(F)F)c1	-5.4	-9.7	-0.4	3.5	9.2	0.8	-5.4	1.5	-2.2	-8.1
O=C(O)C(Cc1c[nH]c2ccccc12)NS(=O)(=O)c1cccc2nsnc12 (stereo not given)	1.6	2.4	-0.7	-8.3	2.7	2.5	8.3	10.9	0.2	-1.1
COc1cccc(OC)c1C(=O)Nc1ccc2c3c(cccc13)CC2	7.3	-11.6	-5.1	-19.4	-1.7	8.1	-5.1	-6.5	0.0	-0.7
O=C(NN=C/C=C/c1ccco1)c1cc(-c2ccc(Cl)cc2)n[nH]1	0.8	x	-2.4	-1.5	-7.2	-8.5	x	-25.3	-4.8	-15.1

The final 3 entries of the section above come first, to join the parts.
SMILES	ADAM17 inh	ASAP1 GAP inh	DDE Tn7 FP inh	TDP2 inh	Tn6 DDE FP	PLCg1 inh	ARFGAP1 inhibitor	SIAE inh	ADAM10 inh	PLC-beta3 inh
O=C(O)C(Cc1c[nH]c2ccccc12)NS(=O)(=O)c1cccc2nsnc12 (stereo not given)	1.6	2.4	-0.7	-8.3	2.7	2.5	8.3	10.9	0.2	-1.1
COc1cccc(OC)c1C(=O)Nc1ccc2c3c(cccc13)CC2	7.3	-11.6	-5.1	-19.4	-1.7	8.1	-5.1	-6.5	0.0	-0.7
O=C(NN=C/C=C/c1ccco1)c1cc(-c2ccc(Cl)cc2)n[nH]1	0.8	x	-2.4	-1.5	-7.2	-8.5	x	-25.3	-4.8	-15.1
COc1ccc(C(=O)NCCCNC(=O)c2cccnc2)cc1Br	2.4	-6.0	-3.1	-14.5	8.7	8.6	11.6	-5.6	4.7	-1.0
COc1ccccc1-n1cnc2cc(C(=O)NCC3CCCO3)ccc21 (stereo not given)	-6.3	-8.2	3.7	-1.9	-11.9	3.9	-0.8	3.2	-1.2	-0.6
COc1ccc(CNC(=O)C[C@H]2C[C@H](C(=O)N3CCOCC3)[C@@]3(CCC4CCCC4)c4[nH]c5ccc(Cl)cc5c4CCN3C2=O)cc1OC	-1.2	5.5	1.8	0.0	4.4	-2.8	-2.2	-7.6	-6.3	1.1
C[C@@H]1CNC(=O)c2c(C(=O)N(C)Cc3ccccc3)ncn21	-3.9	-11.1	-0.6	-1.3	-4.0	0.3	-5.4	3.3	-5.9	-1.7
COc1ccc(C2c3c(ncn(CCCN4CCOCC4)c3=N)Oc3ccc4ccccc4c32)cc1OC (stereo not given)	-3.8	14.2	2.5	-13.6	-2.2	-3.9	20.3	-14.7	-0.6	-11.0
CC(O)Cc1nsc(NC(=O)c2cccs2)n1 (stereo not given)	3.2	8.1	-1.5	2.1	1.5	2.0	-1.4	-0.5	-6.2	3.6
Cc1ccccc1-c1cc2c(c3c1ccn3C)C1CCC2O1 (stereo not given)	-3.4	2.9	-2.2	-5.4	1.8	2.5	-3.1	-2.3	-11.9	-1.8
CC(=O)Nc1sc(N/N=C\c2cccc(Cl)c2)nc1-c1cccs1	6.2	-6.5	2.8	-7.9	-6.1	-6.5	16.1	2.0	0.6	-17.1
COc1ccc(-c2c(=O)n(OCc3ccccc3[N+](=O)[O-])c3ccccc3[n+]2[O-])c(OC)c1	-2.8	18.6	-2.1	-5.6	-5.3	-2.0	16.1	-2.6	0.1	-11.1
CCc1cc2c(SCC(=O)c3ccc(C)cc3)ncnc2s1	5.1	15.2	-3.9	2.3	-2.5	4.6	1.6	0.2	0.6	-0.3
CCNC(=O)C(=O)NCC1OCCCN1S(=O)(=O)c1ccc(F)cc1C (stereo not given)	-1.3	1.7	-0.7	4.6	1.6	-0.3	5.3	-4.0	2.7	-6.2
CCCC(=O)Oc1ccc(C2NC(=O)c3ccccc3O2)cc1OC (stereo not given)	-23.4	-1.9	-5.6	-5.9	3.7	-5.6	-1.2	3.9	-49.0	-10.4
Cc1ccc(C(=O)NCCNC(=O)COc2ccccc2Cl)cn1	-0.1	-11.4	7.8	-14.8	-0.5	7.7	3.6	9.5	15.7	1.1
Cc1cc(S(=O)(=O)n2cnc3ccccc32)c(C)cc1Cl	0.1	-2.4	-6.0	-6.2	0.3	-0.3	-1.0	-2.6	-1.6	-12.5
CN(C)CCNC(=O)c1cccc(-c2cnc3c(NC=O)cc(/C=C/c4ccccc4)cn23)c1	-37.9	42.0*	1.8	-14.1	-13.1	-171.3	34.5*	-16.1	-172.0	-244.3
Cc1[nH]c2ccc(-c3nnc(SCC(=O)c4ccccc4F)o3)cc2c1C	-2.9	6.5	3.0	11.5	0.6	-20.9	10.2	-3.5	-3.7	-31.2
O=C(O)CCC(=O)Nc1ccccc1Oc1ccccc1	-4.6	-18.3	1.5	-4.2	0.7	-2.4	5.3	-0.8	-4.0	-0.5
CCN(CC)C(=O)COC(=O)c1ccc(C)c(NC(=O)c2ccco2)c1	1.3	5.1	-8.7	0.9	5.5	-0.1	-1.3	-7.0	-4.6	0.2
Cc1ccccc1N1C(=O)CC2(CCCC2)CC1=O	-7.2	0.2	-0.4	13.9	0.7	-4.6	1.8	1.5	-7.6	-5.7
CC1Cc2ccccc2N1C(=O)COC(=O)c1ccc(O)cc1 (stereo not given)	-3.2	-12.1	12.1	-1.9	-0.5	-1.8	-0.1	-4.0	0.4	-3.0
Cn1c(SCC(=O)c2c(N)n(C)c(=O)n(C)c2=O)nnc1-c1ccc(F)cc1	-2.1	6.4	2.1	6.0	0.5	0.3	5.2	0.5	-1.0	1.3
COc1ccc(C(=O)CSC2=NS(=O)(=O)c3cc(Cl)ccc3N2)cc1	7.3	-1.5	-5.4	-4.0	1.0	-0.7	-2.6	-12.9	12.7	3.2
COc1ccc(C(=O)NCCc2ccc(F)cc2)cc1OC	-2.1	-8.8	-1.5	-25.4	2.1	2.2	17.6	-5.0	4.3	-3.0
Cc1ccc(S(=O)(=O)Nc2cccc3c2O[C@H](CN(C)C(=O)Nc2cccc4ccccc24)[C@H](C)CN([C@H](C)CO)C3=O)cc1	-36.4	8.0	2.5	-3.6	1.4	-43.7	5.7	-2.1	-133.1	-71.7
Brc1ccc(COc2ncnc3ccccc23)cc1	1.2	-3.6	-1.4	-3.7	5.6	1.4	4.7	3.6	-2.9	0.4
CCOC(=O)C1CCCN(C(=O)C2CCN(S(=O)(=O)c3ccc(Cl)c(C(F)(F)F)c3)CC2)C1 (stereo not given)	-1.3	-2.9	-4.8	-2.1	-3.3	-4.2	-3.1	2.6	0.4	-4.1
CC(C)(C)C(=O)c1c(N)[nH]c(C(=O)c2ccccc2)c1-c1c(F)cccc1F	1.0	-13.0	3.6	-2.3	7.3	-7.5	-2.5	0.3	-6.7	-3.8
